# NCI-60 one-dose screen, 48 h, at 10 µM unless noted. Numbers give growth in % (100 = growth as untreated, 0 = no growth, -100 = all killed).
# HCT-116: HCT-116 colon cancer. AID 1794798. actives 7.3% (n = 82,000)
# 786-0: 786-0 renal cancer cells. actives 5.1% (n = 81,000)
# HT29: HT29 colon cancer | actives 7.4% (n = 81,000) | AID 1794748
# SW-620: SW-620 colon cancer; actives 5.2% (n = 82,000)
# TK-10: TK-10 renal cancer cells; actives 3.9% (n = 81,000)
# UO-31: UO-31 renal cancer; actives 5.2% (n = 81,000)
# HCT-15: HCT-15 colon cancer; actives 5.2% (n = 82,000)
# HCC-2998: HCC-2998 colon cancer; actives 4.7% (n = 79,000)
# SN12C: SN12C renal cancer cells; actives 3.8% (n = 81,000)
# An asterisk follows results filed as active; . = no result given; & = joins results of further samples; [ ] = another dose, or the depositor's remark. Rule for the calls: active = growth percent below 10; inactive = the rest.
compound,SW-620,UO-31,786-0,HCC-2998,HCT-15,TK-10,HT29,HCT-116,SN12C
COC1OC2COC(c3ccccc3)OC2C(NC#N)C1OS(C)(=O)=O (stereo not given),105,79,92,95,100,97,104,93,102
O=C(O)c1ccc2c(c1)C(=O)N(c1ccc(Oc3ccc(N4C(=O)c5ccc(C(=O)O)cc5C4=O)cc3)cc1)C2=O,104,87,103,.,102,.,99,87,99
Nc1nc2c(c(-c3nc(N)nc4c3CCC4)n1)CCC2,104,.,103,118,106,98,106,103,100
S=C(Cc1ccccc1)N1CCOCC1,111,78,114,96,128,113,127,109,111
COc1ccc(-c2cc(C(=O)N=Nc3c(O)[nH]c4ccc(OC)cc34)c3ccccc3n2)cc1,117,89,112,112,106,160,121,110,114
COc1cc(NCCCCCCCNC(C)C)c2nccc(C)c2c1,73&98,47&38,82&83,62&67,59&89,68&90,14&54,50&73,62&78
O=C(CCc1nnc(/C=C/c2ccccc2)o1)c1nc2ccccc2[nH]1,93,60,105,112,99,117,88,72,95
O=c1n(CCO)c(=O)n(CCO)c(=O)n1CCO,103[100 µM],79[100 µM],109[100 µM],110[100 µM],115[100 µM],118[100 µM],108[100 µM],106[100 µM],100[100 µM]
CCCCCCCCCCOC(=O)N1C(=O)NC(=O)C1c1ccccc1 (stereo not given),112,96,90,116,105,90,97,108,109
CC(=O)CC(=O)Nc1ccccc1,101,102,101,109,96,117,118,103,111

# In another format: two of the compounds above.
> COC1OC2COC(c3ccccc3)OC2C(NC#N)C1OS(C)(=O)=O (stereo not given)
  SW-620: 105 | UO-31: 79 | 786-0: 92 | HCC-2998: 95 | HCT-15: 100 | TK-10: 97 | HT29: 104 | HCT-116: 93 | SN12C: 102
> S=C(Cc1ccccc1)N1CCOCC1
  SW-620: 111 | UO-31: 78 | 786-0: 114 | HCC-2998: 96 | HCT-15: 128 | TK-10: 113 | HT29: 127 | HCT-116: 109 | SN12C: 111

# (next part)
compound,SW-620,UO-31,786-0,HCC-2998,HCT-15,TK-10,HT29,HCT-116,SN12C
CC[C@H](Nc1ncnc2nc[nH]c12)c1nc2cccc(CCCCC(=O)NO)c2c(=O)n1-c1ccccc1,88,81,90,96,104,85,91,86,84
O=C(NCc1ccccc1)Nc1ncccc1OCc1ccccc1Cl,87,82,87,101,91,88,86,74,98
CO/N=C(/C(=O)N[C@@H]1C(=O)N2C(C(=O)OCSC(=O)c3ccco3)=CCS[C@H]12)c1csc(N)n1,103,91,115,111,102,113,104,105,95
COc1c(B(O)O)cc(F)cc1-c1nc2ccc3[nH]ncc3c2c2c1COCC2,34,55,46,80,99,14,74,20,50
CC1(C)CC[C@]23CC[C@]4(C)[C@H](CC[C@@H]5[C@@]6(C)Cc7cn[nH]c7C(C)(C)[C@@H]6CC[C@]54C)[C@H]2[C@H]1OC3=O,99,87,103,108,112,100,99,107,99
CC(=O)NC(C)(C)C(=O)N1CCC[C@H]1C(=O)NC(C)(C)C(=O)N[C@@H](C)C(=O)NC(C)(C)C(=O)NC(C)(C)C(=O)N[C@@H](CCC(N)=O)C(=O)NC(C)(C)C(=O)N[C@H](C(=O)NC(C)(C)C(=O)NCC(=O)N[C@@H](CC(C)C)C(=O)NC(C)(C)C(=O)N1CCC[C@H]1C(=O)N[C@H](C(=O)NC(C)(C)C(=O)NC(C)(C)C(=O)N[C@@H](CCC(N)=O)C(=O)N[C@@H](CCC(N)=O)C(=O)N[C@H](CO)Cc1ccccc1)C(C)C)C(C)C,46[4.25 µM],98[4.25 µM],81[4.25 µM],40[4.25 µM],99[4.25 µM],59[4.25 µM],27[4.25 µM],24[4.25 µM],13[4.25 µM]
COC(=O)c1cccc([N+](=O)[O-])c1Cn1cc(COc2ccc3c(c2)NC(=O)CC3)nn1,107,81,109,118,102,98,110,119,96
CNNCc1ccc(C(=O)NC(N)=O)cc1,107,70,100,127,103,108,100,106,106
Cc1cccc2cc(-c3cc4ccccc4[nH]3)/c(=N\Nc3ccc(Cl)cc3)oc12,83,58,97,107,75,148,94,83,87
C=CCn1c(SC/C(=N\O)c2ccc(Br)cc2)nnc1-c1c[nH]c2ccccc12,93,62,87,104,73,87,97,53,84
O=C1C(SCc2ccccc2)=C(Cl)CN1c1ccccc1,102,-91*,104,103,96,136,106,88,96
CCOC(=O)C1CC=CCC1C(=O)OCC (stereo not given),95,94,95,114,105,102,100,91,98
O=C(Cn1ccc(=O)[nH]c1=O)Nc1ccc(O)c([N+](=O)[O-])c1,105,63,99,105,106,104,94,101,99
COc1ccc(Cn2cc(C(=O)N=Nc3c(O)[nH]c4ccc(C)cc34)nn2)cc1,104,95,96,100,111,95,87,122,98
COc1cc2c(c(OC)c1OC)CCC(c1cccc(C(=O)Nc3ccc(C#N)cc3)c1)O2 (stereo not given),87,25,81,73,60,58,69,49,47
Cc1cc(Cl)ccc1NC(=O)N1CCCCC1,114,86,95,111,98,102,107,105,96
NC(=O)/[N+]([O-])=C\c1ccc(/C=[N+](/[O-])C(N)=O)cc1,95,89,115,103,105,114,108,100,93
CCOc1cccc(/C=N/NC(=O)Cc2ccc(Nc3ccnc(C(F)(F)F)c3)cc2)c1O,22,3.6*,29,37,17,47,85,21,43
CS(=O)(=O)c1nccc(-c2c(-c3cccc(O)c3)nc3occn23)n1,110,97,104,101,99,105,108,95,95
C=CCOc1c(CCC)cc(C#N)cc1CCC,108,89,97,99,102,97,97,95,107
CCC1(CC)CNC(=O)NC1=O,105,108,106,96,110,102,100,99,103
OCC1CCCO1 (stereo not given),103,78,102,92,117,96,115,101,106
CNC(=O)OCc1c(COC(=O)NC)c2n(c1C)CSC2,102,.,103,119,102,109,110,94,99
CCCCCCc1cc(-c2cc(CCCCCC)[nH]n2)n[nH]1,99,.,99,107,102,98,104,95,99
CC(Sc1nc2sc3c(c2c(=O)n1-c1ccc(Cl)cc1)CCCC3)C(=O)Nc1nc(-c2cccc(Br)c2)cs1 (stereo not given),102,77,99,102,93,87,98,100,99
NC(=O)c1cccc(-n2ccc3cc(NC(=O)c4ccc(N5CCOCC5)c(C(F)(F)F)c4)ccc32)n1,68,36,19,80,34,87,14,44,73
CCOC(=O)c1[nH]c(C=O)c(C(=O)OCC)c1C,99,78,108,103,91,97,87,97,98
COc1cc(NCC(=O)Nc2cc(Nc3ccc(F)c(Cl)c3)ncn2)c(Cl)c(OC)c1Cl,109,76,99,108,96,104,86,101,103
O=C(NC1CCOCC1)c1ccc(-c2nc(CSc3nc4ccccc4s3)no2)cc1,103,80,95,90,97,102,93,83,101
CCCOC(=O)C1(O)CCCC1,104,91,105,108,94,99,96,97,102
CC1=C2CC[C@]2(C)[C@]23OC[C@](C)(C[C@@H]2C1=O)[C@@H]3O,101,83,105,113,99,112,108,102,106
O=C(Cn1cc(CN2CCN(c3ccnc4cc(Cl)ccc34)CC2)nn1)Nc1cccc(Cl)c1,101,66,92,110,95,101,109,88,82
CCOC(=O)c1c(-c2ccc(Cl)cc2Cl)c(C#N)c(=O)n(Cc2nc3ccccc3[nH]2)c1N,101,62,100,109,100,130,112,91,97
N#Cc1cn(-c2ccc(Cl)cc2Cl)c(C(=O)c2cccnc2)c1N,89,83,96,94,106,118,105,94,83
COC(=O)c1cccc(NC(=O)c2ccc(-c3cccc([N+](=O)[O-])c3)o2)c1,100,72,93,99,85,98,98,91,93
C/C=C/Cc1ccccc1O,105,98,88,89,111,90,110,90,104
Nc1[nH]c(=O)[nH]c(=O)c1NCc1ccccc1,101,78,104,117,107,142,131,102,98
O=c1oc2ccccc2cc1-c1csc(N/N=C/c2cn(-c3ccccc3)nc2-c2cc3ccccc3oc2=O)n1,70,71,103,103,71,94,90,93,94
CC(=O)n1nc(C(=O)OC(C)C)c2cc(C)c(C)cc21,99,94,81,105,91,99,98,84,105
O=C(O)c1nn(-c2ccccc2)nc1N1CCCCC1,101,85,104,109,99,103,105,103,97
COc1ccc2c(c1)CCCC21C(=O)Nc2ccc(OC)cc21 (stereo not given),113,94,100,113,92,101,93,106,104
CCC(O)C(=O)O (stereo not given),110,.,.,97,102,103,113,103,98
COC(=O)[C@]12CC[C@@H](C)[C@H](C)[C@H]1[C@H]1C(=O)C[C@@H]3[C@@]4(C)CC[C@H](OC(C)=O)C(C)(C)[C@@H]4CC[C@@]3(C)[C@]1(C)CC2,96,83,96,107,96,100,98,95,99
O=C1Nc2ccc(Cl)cc2/C1=C/c1ccc(OCC(=O)c2ccc(Br)cc2)cc1,90,73,103,100,99,.,103,95,93
COc1cc(-c2nc(SCC(C)C)nc(N3CCOCC3)c2C#N)cc(OC)c1OC,94,57,87,111,92,124,87,89,84
c1ccc2c(c1)NC1(CCCCC1)n1nccc1-2,103,57,89,96,96,103,105,87,104
O=S(=O)(c1cccc(F)c1)N1CCN(c2nccc(-c3c(-c4cccc(F)c4)nc4sccn34)n2)CC1,91,48,87,95,79,113,74,73,74
Cc1[nH]nc(C(N)=O)c1[N+](=O)[O-],91,97,103,106,95,106,108,100,98
Cc1nn(-c2ccccc2)c2sc3nc(=O)sc-3cc12,101,65,100,114,98,114,129,100,98
CCOC(=O)C1=C(CN2CCCC2)N(C)C(=O)NC1c1ccccc1 (stereo not given),107,92,94,106,94,87,101,98,107

# (continued)
compound,SW-620,UO-31,786-0,HCC-2998,HCT-15,TK-10,HT29,HCT-116,SN12C
COc1cc2cc3c(nc2cc1OC)CCN3Cc1ccc(NC(=O)c2ccc(Cl)c(C(F)(F)F)c2)cc1,114,72,105,91,96,131,105,93,91
c1ccc(-n2ncc3c(-n4cncn4)ncnc32)cc1,103,76,100,102,97,114,.,94,97
CC(=O)Oc1ccccc1C(=O)/C=C/c1cccc([N+](=O)[O-])c1,43,-28*,82,101,55,134,49,11,79
CN1CCC(N)(C(=O)O)CC1,113,99,104,112,96,102,103,110,102
CCN(CC)CCOc1ccc(Nc2ncc3cc(-c4c(Cl)cccc4Cl)c(=O)n(CCOC)c3n2)cc1,8.0*,-89*,5.3*,9.5*,13,-55*,-23*,-41*,10
CC(=O)/C(=C\c1cccc([N+](=O)[O-])c1)C(=O)Nc1ccccc1C,103,84,92,109,106,104,94,91,95
COc1ccc(-c2csc(NC(=O)CN3CCN(CCO)CC3)n2)cc1NS(=O)(=O)c1cccc2c(N(C)C)cccc12,84,61,58,73,40,109,20,74,89
CCCCCCOc1ccc(C(=N)N(CCCC)CCCC)c2ccccc12,-61*,-94*,-94*,-98*,-82*,-92*,-83*,-99*,-87*
CC(=O)C(=O)Nc1ccccc1,109,97,104,106,101,112,108,115,108
Fc1ccc(-c2cn3ccnc3c(-c3ccc4c(c3)ncn4C3CCCCC3)n2)cc1,114,77,97,116,95,105,92,93,101

# A draw from above in order of molar mass, smallest number first.
compound,SW-620,UO-31,786-0,HCC-2998,HCT-15,TK-10,HT29,HCT-116,SN12C
c1ccc(-n2ncc3c(-n4cncn4)ncnc32)cc1,103,76,100,102,97,114,.,94,97
CC(=O)Oc1ccccc1C(=O)/C=C/c1cccc([N+](=O)[O-])c1,43,-28*,82,101,55,134,49,11,79
CC(=O)/C(=C\c1cccc([N+](=O)[O-])c1)C(=O)Nc1ccccc1C,103,84,92,109,106,104,94,91,95
CCCCCCOc1ccc(C(=N)N(CCCC)CCCC)c2ccccc12,-61*,-94*,-94*,-98*,-82*,-92*,-83*,-99*,-87*
COc1cc2cc3c(nc2cc1OC)CCN3Cc1ccc(NC(=O)c2ccc(Cl)c(C(F)(F)F)c2)cc1,114,72,105,91,96,131,105,93,91
COc1ccc(-c2csc(NC(=O)CN3CCN(CCO)CC3)n2)cc1NS(=O)(=O)c1cccc2c(N(C)C)cccc12,84,61,58,73,40,109,20,74,89
